NPC1 prom act – activates the NPC1 promoter. 2.4% of 320,000 active. Potency, µM (doses to about 9.22 µM), inactives show top-dose activation, hits mostly activators. Huh7 NPC1 promoter luciferase reporter, 24 h. AID 485313;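 further: % of control where 0% means no effect; nearly all actives have a fitted effect of over 60% in size; reporter is driven by a mutant NPC1 promoter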
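Huh7 reporter cells (NPC1 promoter driving luciferase) are dosed with compound for 24 h at 37 °C, 5% CO2; luciferase detection reagent is then added and luminescence measured after 10 min at ambient temperature.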
FLuc counter – counter-screen for miR-21 project: firefly luciferase inhibitors or activators | 6.9% of 360,000 active | purified FLuc, Km substrates, luminescence inhibition | P08659 | Potency, µM (titrated, usually from 57.5 µM), inactives show at the top dose activity change, negative = inhibition, usual class: inhibitors;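 further: plate controls were vehicle for no effect and reference inhibitor for full effect; nearly all actives have a fitted effect of over 55% in size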
Target sequence (P08659 whole entry, looked up): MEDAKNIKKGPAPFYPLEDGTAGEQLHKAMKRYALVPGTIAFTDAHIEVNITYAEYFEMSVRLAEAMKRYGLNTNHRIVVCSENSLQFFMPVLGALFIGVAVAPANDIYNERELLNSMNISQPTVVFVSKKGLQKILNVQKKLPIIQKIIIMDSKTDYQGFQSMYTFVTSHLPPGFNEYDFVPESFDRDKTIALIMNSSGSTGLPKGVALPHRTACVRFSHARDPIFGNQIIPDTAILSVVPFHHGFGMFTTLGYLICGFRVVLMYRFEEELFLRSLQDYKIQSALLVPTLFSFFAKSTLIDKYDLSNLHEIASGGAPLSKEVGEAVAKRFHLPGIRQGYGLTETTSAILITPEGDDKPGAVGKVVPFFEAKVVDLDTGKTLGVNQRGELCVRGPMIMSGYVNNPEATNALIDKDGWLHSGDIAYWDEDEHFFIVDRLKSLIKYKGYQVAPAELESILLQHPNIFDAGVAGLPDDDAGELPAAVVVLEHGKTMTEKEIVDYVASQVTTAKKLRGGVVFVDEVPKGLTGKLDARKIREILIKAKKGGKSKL
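Biochemical qHTS of compounds, final roughly 60 µM downward over six points, against 10 nM purified firefly luciferase using Km concentrations of substrates (10 uM D-luciferin, 10 uM ATP) in Tris acetate pH 7.5 buffer; luminescence output.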
p53 reactivator – mutant p53 re-activation in reporter cells; 0.063% of 320,000 active; Potency, µM (highest dose often 92.2 µM), inactives show top-dose activity change, positive = activation, hits mostly activators; H1299 p53-A138V BP100-luciferase reporter, luminescence, 24 h; further: % of control where 0% means no effect; nearly all actives have a fitted effect of over 45% in size
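H1299 (p53-null), stable ts p53-A138V + BP100-Luc; 1000 cells/well, Opti-MEM/10% FBS; cpd 4 pt, 1:5; 24 h, 37 deg C, 5% CO2; detection reagent 10 min RT; luminescence.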
BRCA1 expr up – activators of BRCA1 expression | MCF7-BRCA1-FFLuc reporter, luminescence, 48 h; response scale: scaled: vehicle 0%, 10 µM genistein 100% | Potency, µM (doses to about 46.1 µM), inactives show top-dose activation, most hits filed as activators | 1.1% of 380,000 active; further: nearly all actives have a fitted effect of over 80% in size; some results filed as inactive show a strong effect at the top dose
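MCF7-BRCA1-FFLuc cells, 2000/well in phenol-red-free MEM, attached 2 h then treated 48 h at 37 C. Luciferase luminescence read 15 min after reagent; normalized to genistein maximum activation (10microM) and DMSO, concentration-response fitted.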
RORg inh – ROR gamma (mouse) transcription inhibition. P51450. 5.4% of 310,000 active. AID 2551. Drosophila S2 Gal4-RORgamma UAS-luciferase reporter, 20 h. Potency, µM (series often up to 53.6 µM), for the others: top-dose activity change, negative = inhibition, actives largely listed as inhibitors; further: on the % scale 0 is the no-effect control and ±100 the full control effect; nearly all actives have a fitted effect of over 60% in size
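Compounds are pin-transferred onto Drosophila Schneider cells expressing a copper-inducible Gal4–ROR gamma transactivation domain fusion. After 1 hr, copper sulfate is added to 700 uM final; luciferase is read 20 hr later.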
CXXC DNA block – MLL CXXC-DNA interaction inhibition. Potency, µM (series often up to 115 µM), without a hit: at the top dose activity change, negative = inhibition, hits mostly inhibitors. AID 2662. MLL-CXXC / FITC-HOXA9 DNA fluorescence polarization. 0.037% of 290,000 active. Q03164; active means well fitted inhibition curve with a large enough effect in the polarisation, with a control signal flat, not every such curve was filed as active; inconclusive means small, poorly fitted or top-dose-only effect, or effect the other way, or a change in a side signal; inactive means no such curve, though single readings can be large or run the other way; the % refers to the polarisation
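Steps: dispense CXXC domain solution (7 uM) → pin compounds or unlabeled HOX-A9 DNA control → 5 min ambient → add FLSN-HOX-A9 solution (50 nM) → spin → 30 min ambient → fluorescence polarization. Tris pH 7.5/NaCl/DTT/BSA buffer.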
ELG1 genotox – genotoxicity induction in ELG1-luciferase HEK293T cells; Potency, µM (doses to about 46 µM), for inactives: at the top dose activity change, positive = activation, actives largely listed as activators; 1.3% of 330,000 active; HEK293T ELG1-luciferase reporter, luminescence, 16 h; AID 504466; further: % of control where 0% means no effect; nearly all actives have a fitted effect of over 60% in size
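Genotoxic stress is detected as increased luminescence from luciferase-tagged ELG1 in HEK293T cells, measured with ONE-Glo after a 16 hr treatment at 37 °C.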
uPA generation – cell surface uPA generation inhibition; cell surface uPA generation assay, qHTS; Potency, µM (titrated, usually from 38.3 µM), inactives show at the top dose activity change, negative = inhibition, actives largely listed as inhibitors; 0.31% of 330,000 active; active means well fitted inhibition curve with a large enough effect; inconclusive means small, poorly fitted or top-dose-only effect; inactive means no such curve, though single readings can be large or run the other way; tested in mouse RAW 264.7 cells; further: on the % scale 0 is the no-effect control and ±100 the full control effect; nearly all actives have a fitted effect of over 55% in size
MBNL1 CUG block – MBNL1-poly(CUG) RNA binding inhibition. Q9NR56. TR-FRET MBNL1-His/biotin-(CUG)12 binding, 665/545 ratio. Potency, µM (top dose mostly 57.5 µM), without a hit: top-dose activity change, negative = inhibition, usual class: inhibitors. 0.036% of 280,000 active. AID 2675; active means well fitted inhibition curve with a large enough effect in the signal ratio, with a control signal flat, not every such curve was filed as active; inconclusive means small, poorly fitted or top-dose-only effect, or effect the other way, or a change in a side signal; inactive means no such curve, though single readings can be large or run the other way; the % refers to the signal ratio; further: on the % scale 0 is the no-effect control and ±100 the full control effect
Target sequence (Q9NR56 whole entry, looked up): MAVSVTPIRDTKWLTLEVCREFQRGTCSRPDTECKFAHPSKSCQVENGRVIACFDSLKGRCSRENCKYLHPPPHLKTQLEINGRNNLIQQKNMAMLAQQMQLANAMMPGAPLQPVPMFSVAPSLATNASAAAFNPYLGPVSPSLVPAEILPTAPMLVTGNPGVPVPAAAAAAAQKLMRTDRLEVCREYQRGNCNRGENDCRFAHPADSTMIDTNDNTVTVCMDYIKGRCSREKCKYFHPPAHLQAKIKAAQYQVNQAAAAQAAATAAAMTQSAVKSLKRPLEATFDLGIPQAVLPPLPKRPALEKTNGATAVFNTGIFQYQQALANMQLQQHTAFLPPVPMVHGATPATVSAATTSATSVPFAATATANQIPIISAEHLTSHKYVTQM
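Compounds (final 92 nM to 58 uM) are added to His-tagged MBNL1 and biotin-(CUG)12, then terbium anti-His antibody and streptavidin-XL665 (5 nM final). After 60 min at room temperature, the 665/545 nm ratio is read.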
Rab9 promoter act – activators of Rab9 promoter | AID 485297 | Potency, µM (titrated, usually from 9.22 µM), without a hit: top-dose activation, negative = inhibition, hits mostly activators | 2.8% of 320,000 active | Huh7 Rab9 promoter-luciferase reporter, luminescence, 24 h; further: % of control where 0% means no effect; nearly all actives have a fitted effect of over 60% in size
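Huh7 cells stably carrying Rab9 promoter–luciferase reporter, plated 1500 cells/well, compound added after 2 h and incubated 24 h at 37 °C; luciferase luminescence then read after 10 min with detection reagent.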
Gal4-VP16 FLuc – inhibits Gal4-VP16 luciferase reporter, ROR gamma counter-screen; Drosophila S2 Gal4-VP16 UAS-luciferase, luminescence, 20 h; Potency, µM (top dose mostly 53.6 µM), for inactives: top-dose activity, negative = inhibition, most hits filed as inhibitors; 3.5% of 310,000 active; AID 2546;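 further: Gal4-VP16 expression switched on by copper sulfate through the metallothionein promoter; on the % scale 0 is the no-effect control and ±100 the full control effect; nearly all actives have a fitted effect of over 50% in size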
Numbers without * were called inactive; u = inconclusive; x = not tested or not shown; & = joins results of further samples; [ ] = dose if it differs, or a comment. Unless noted, the call rests on the fitted dose curve; in most records, active means well fitted curve in the direction sought with a large enough effect; inconclusive means small, poorly fitted or top-dose-only effect, or another doubt; inactive means no such curve, though single readings can be large; an effect the other way counts as inactive or inconclusive. Potency means the concentration at half of the fitted maximal effect.

no.	Compound	NPC1 prom act	FLuc counter	p53 reactivator	BRCA1 expr up	RORg inh	CXXC DNA block	ELG1 genotox	uPA generation	MBNL1 CUG block	Rab9 promoter act	Gal4-VP16 FLuc
1	COc1ccc(S(=O)(=O)N2CCSC2C)cc1C (configuration not stated)	-6%	9%	x	4%	-34%	11%	-2%	10%	1%	2%	-2%
2	COCCNC(=O)c1cc2c(=O)n(C)c3ccccc3c2n1C	-3%	-15%	-7%	-26%	-37%	-11%	13%	-10%	-5%	1%	-1%
3	Cc1ccc(C(C)C)c(OCc2nnc(SCC(=O)Nc3ncc(C)s3)n2C)c1	-5%	0%	-3%	-2%	-27%	23%	16%	-6%	u	-12%	u
4	CCCN1CCN(C(=O)CS(=O)(=O)Cc2nc(-c3cccc(OC)c3)oc2C)CC1	-1%	2%	6%	-10%	-1%	11%	1%	0%	-13%	-7%	0%
5	COc1ccc(/C=N\NC(=O)CC(=O)Nc2cccc(Cl)c2)cc1OC	-4%	-11%	-1%	-11%	u	-2%	4%	-4%	16%	-2%	-13%
6	COc1cccc(-n2c(C)nn(C)c2=O)c1	0%	2%	7%	1%	-2%	-3%	2%	x	-3%	3%	-9%
7	O=[N+]([O-])c1ccc(Sc2nccn2Cc2ccccc2)cc1	-3%	0%	-5%	17%	24%	-3%	0%	7%	u	5%	8%
8	O=C(CN1C(=O)/C(=C/c2ccco2)SC1=S)Nc1ccc(C(=O)O)c(O)c1	0%	19µM*	-2%	-14%	-4%	15%	4%	6%	u	2%	-9%
9	Cc1ccc(C2=NN(C(=O)CCl)C(c3ccco3)C2)o1 (configuration not stated)	-43%[inhibitor]	2%	-32%[inhibitor]	-73%	11µM*	0%	-17%	-16%	15%	-51%[inhibitor]	u
10	Cc1cc(C(=O)OCC(=O)N2c3ccccc3CC2C)c(C)o1 (configuration not stated)	1%	u	0%	84%	-25%	-1%	6%	-3%	-3%	3%	u
11	COc1ccc(Cc2noc(CN(C)CC(O)c3ccccc3)n2)cc1OC (configuration not stated)	4%	0%	2%	2%	22%	2%	-4%	0%	-3%	-18%	-3%
12	Cc1ccc(C(C(=O)NC2CCCC2)N(Cc2ccccc2)C(=O)c2csnn2)o1 (configuration not stated)	3%	1%	0%	-24%	1%	0%	-4%	1%	-5%	0%	8%
13	CC(C(=O)Nc1cc(C(F)(F)F)ccc1N1CCOCC1)N1C(=O)C2CCCCC2C1=O (configuration not stated)	-1%	-2%	4%	1%	x	x	-1%	9%	x	-3%	x
14	S=c1[nH]nc(-c2ccco2)n1/N=C/c1ccccc1Cl	-4%	0%	-14%	-24%	3.2µM*	-3%	3%	2%	-20%	1%	22µM*
15	COC(=O)c1ccc(S(=O)(=O)c2ccccc2)c(N)c1	-4%	-3%	-11%	5%	9%	25%	-5%	-4%	3%	2%	-5%

(cont.)
no.	Compound	NPC1 prom act	FLuc counter	p53 reactivator	BRCA1 expr up	RORg inh	CXXC DNA block	ELG1 genotox	uPA generation	MBNL1 CUG block	Rab9 promoter act	Gal4-VP16 FLuc
16	Cc1cc(C)nc(NCC(O)COc2ccccc2C)n1 (configuration not stated)	-12%	3%	-4%	8%	24%	-4%	-2%	-2%	15%	-4%	-3%
17	COc1ccc(C(C#N)N2CCC(c3ccccc3)=N2)cc1 (configuration not stated)	-1%	u	8%	50%	10%	23%	8%	-6%	-1%	3%	29%
18	COc1cc(C(=O)NCC(c2ccccc2)N(C)C)ccc1OCc1c(C)noc1C (configuration not stated)	1%	2%	-3%	-30%	x	x	10%	7.9µM*	x	0%	x
19	CC(C)C(=O)Nc1ccc2c3c(cccc13)CC2	-3%	1%	-6%	-60%	-6%	6%	0%	-1%	17%	-4%	2%
20	Cc1ccc(CC(=O)Nc2ccc(C(=O)N3CCOCC3)cc2)cc1	2%	1%	1%	1%	3%	4%	14%	2%	3%	0%	-9%
21	CCOC(=O)c1nnn2c1nc(SCC(C)=O)c1ccccc12	0%	-1%	-1%	3%	15%	9%	0%	0%	12%	2%	-14%
22	Cc1ncc(/C=C2\C(=O)Nc3ccccc32)[nH]1	u	u	3%	-56%	24%	u	8%	2%	x	15%	-2%
23	COc1ccccc1C(=O)OCC(=O)Nc1ccc(OC(F)F)cc1	-3%	u	4%	2%	u	5%	10%	5%	-4%	1%	u
24	O=C(NNC(=O)c1ccc(Br)s1)c1cccc(Cl)c1	0%	-12%	5%	35%	x	x	1%	7%	x	0%	x
25	COc1cc2c(cc1OC)C1O[C@](CCCCN3C(=O)c4ccccc4C3=O)(C2)Oc2c1c(=O)oc1ccccc21	1%[1.84 µM]	-4%[11.5 µM]	x	x	3%[10 µM]	-3%[23 µM]	x	x	20%[11.5 µM]	-5%[1.84 µM]	-8%[10 µM]
26	CS(=O)(=O)c1ccccc1-c1nc(-c2cc(C(F)(F)F)cc(C(F)(F)F)c2)no1	-4%	1%	1%	1%	-8%	-6%	2%	-4%	-12%	2%	-3%
27	CCCCN(CC)CCNC(=O)CN1C(=O)COc2ccc(S(=O)(=O)N3CCCC3)cc21	-1%	0%&-5%	5%	0%&2%	-1%	-8%	1%	5%	-16%	-7%	-13%
28	O=C(O)CSc1nnc(-c2ccncc2)n1Cc1ccccc1	2%	12%	-1%	7%	20%	2%	0%	0%	-1%	2%	4%
29	CCCCCC1CC(=O)N(Cc2ccc(Cl)cc2)C(=O)N1 (configuration not stated)	-1%	1%	24%	-6%	12%	13%	-1%	0%	-12%	-3%	7%
30	O=C(Oc1cccc(Oc2ccccc2)c1)N1CCOCC1	0%	-7%	-4%	0%	u	-7%	22%	5%	4%	0%	0%

More results.
no.	Compound	NPC1 prom act	FLuc counter	p53 reactivator	BRCA1 expr up	RORg inh	CXXC DNA block	ELG1 genotox	uPA generation	MBNL1 CUG block	Rab9 promoter act	Gal4-VP16 FLuc
31	CCC1=Nc2cc(C(=O)NCCN3CCCC3)ccc2Sc2ccccc21	0%	1%	0%	-12%	-11%	-10%	0%	-19%	8%	-2%	-3%
32	COc1ccc(S(=O)(=O)N(C)CC(=O)NCCCn2ccnc2)cc1Cl	-4%	-1%	-1%	-2%	0%	8%	4%	0%	-4%	4%	-22%
33	C[C@H]1[C@H](C)CC[C@]2(C(=O)O)CC[C@]3(C)C(=CC[C@@H]4[C@@]5(C)C[C@@H](O)[C@H](O)C(C)(C)[C@@H]5CC[C@]43C)[C@H]12	-4%	8%	0%	-12%	10µM*	-4%	u	-8%	-9%	-1%	u
34	COC(=O)/C=C1/SC(=NC(=O)c2ccc(OC)cc2)NC1=O	0%	27µM*	1%	2%	-19%	5%	3%	-14%	-1%	1%	-7%
35	O=C(Nc1ccc(Nc2ccccc2)cc1)c1ccc(Cl)c([N+](=O)[O-])c1	-1%	-16%	2%	-88%[inhibitor]	u	-13%	-7%	u	10%	-2%	u
36	O=C(NCc1nc2ccccc2[nH]1)C1=C[C@@H](c2ccc(Br)cc2)C[C@@H](OCCCCO)O1	0%	2%	-3%	0%	-3%	-16%	-10%	-1%	9%	-4%	9%
37	CCc1ccc(-c2nc(SCC(=O)N(CC)C3CCS(=O)(=O)C3)n[nH]2)cc1 (configuration not stated)	21%	3.4µM*	23%	46%	x	x	9%	u	x	u	x
38	Cc1[nH]c2ccccc2c1/C=N/Nc1nc(Nc2ccccc2)nc(N2CCOCC2)n1	13%	4.8µM*	2%	-34%	u	29%	-10%	-9%	-11%	0%	0%
39	CCOc1ccccc1C(=O)N/N=C/c1cccc2cccnc12	2%	u	-4%	-73%	5µM*	-17%	0%	-7%	u	0%	u
40	CCn1nc(C(=O)OCC(=O)NC(C)C)c2ccccc2c1=O	-1%	4%	-1%	0%	-6%	-2%	1%	0%	6%	-9%	-6%
41	CC(C)N(CC#CCC(O)(c1ccccc1)C1CCCC1)CCO (configuration not stated)	0%	0%	0%	7%	-9%	-5%	-2%	10%	-1%	-2%	-4%
42	CC(C)N(C(=O)CN1C(=O)NC(c2ccccc2)(c2ccccc2)C1=O)C(C)C	1%	4%	-5%	-16%	10%	-11%	3%	5%	6%	4%	4%
43	Cc1ccc(-c2nc(N)sc2-c2ccc(C)cc2)cc1	-12%	-3%	12%	-15%	u	28%	3%	-4%	-3%	-6%	u
44	O=C(CNC(=O)c1cccs1)Nc1ccc(N2CCOCC2)cc1	7%	-24%	u	27%	x	x	5%	10%	x	11%	x

Compound activity as filed in PubChem.

These rows are one share of the data (hit frequency here may not be typical).
